FH mod – Identification of activators of human fumarate hydratase by quantitative high-throughput screening | FH coupled MDH/diaphorase resazurin fluorescence, 15 min | 54,000 tested, 0.22% active | AID 1347055, 2019 | Potency, µM (doses to about 79.9 µM), for inactives: top-dose activity change, negative = inhibition, actives largely listed as inhibitors | Fumarate hydratase, mitochondrial (Homo sapiens), P07954; further: the screen sought activators but most active calls are inhibition curves; nearly all actives have a fitted effect of over 45% in size
Target sequence (P07954 whole entry, looked up): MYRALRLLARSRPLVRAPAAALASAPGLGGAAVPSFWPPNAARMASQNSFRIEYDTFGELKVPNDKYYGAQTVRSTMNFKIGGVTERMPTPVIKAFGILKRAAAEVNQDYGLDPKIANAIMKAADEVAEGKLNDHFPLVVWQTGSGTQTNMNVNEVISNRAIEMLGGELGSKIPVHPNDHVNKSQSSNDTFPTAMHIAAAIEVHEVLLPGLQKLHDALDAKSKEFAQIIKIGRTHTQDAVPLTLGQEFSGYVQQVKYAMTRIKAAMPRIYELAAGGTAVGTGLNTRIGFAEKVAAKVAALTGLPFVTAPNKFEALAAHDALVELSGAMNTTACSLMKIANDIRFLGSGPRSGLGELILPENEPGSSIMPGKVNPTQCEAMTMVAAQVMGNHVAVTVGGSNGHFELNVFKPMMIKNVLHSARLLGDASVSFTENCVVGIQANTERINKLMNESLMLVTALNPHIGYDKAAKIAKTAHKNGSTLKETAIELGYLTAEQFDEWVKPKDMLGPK
NTMT1 inh – NTMT1 methyltransferase inhibition; 59,000 tested, 2.5% active; NTMT1 MTase-Glo SAH luminescence, purified enzyme; Potency, µM (highest dose often 114 µM), for inactives: at the highest dose activity change, negative = inhibition, hits mostly inhibitors;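 further: plate controls were DMSO vehicle for no effect and no enzyme for full effect; nearly all actives have a fitted effect of over 65% in size; many of its hits are not listed in these tables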
Target sequence (Q9BV86 whole entry, looked up): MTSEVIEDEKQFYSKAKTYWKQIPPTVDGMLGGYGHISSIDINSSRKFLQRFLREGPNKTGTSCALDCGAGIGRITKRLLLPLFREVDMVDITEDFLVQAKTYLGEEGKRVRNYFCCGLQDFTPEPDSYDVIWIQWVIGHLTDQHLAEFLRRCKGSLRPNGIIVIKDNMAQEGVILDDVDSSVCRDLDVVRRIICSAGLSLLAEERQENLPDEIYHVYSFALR
The depositor's hits bear a star; ? = inconclusive; & = joins results of further samples; ! = not confirmed by another sample; [ ] = dose if it differs, or a comment. The call rests on the fitted dose curve; in most records, active means well fitted curve in the direction sought with a large enough effect; inconclusive means small, poorly fitted or top-dose-only effect, or another doubt; inactive means no such curve, though single readings can be large; an effect the other way counts as inactive or inconclusive. Unless noted, on the % scale 0 is the no-effect control and ±100 the full control effect; potency means the concentration at half of the fitted maximal effect. This is a subset; rates above refer to the full screens.

| Molecule | FH mod | NTMT1 inh |
| --- | --- | --- |
| CNc1cc(OC)c(C(=O)N[C@@H]2CCN(Cc3ccccc3)[C@@H]2C)cc1Cl | 1% | 6%[57.5 µM] |
| C[C@@H]1O[C@@H](O[C@H]2[C@H](OC(=O)[C@]34CCC(C)(C)C[C@H]3C3=CCC5[C@@]6(C)C[C@@H](O)[C@@H](O)[C@@](C)(CO)C6[C@H](O)C[C@@]5(C)[C@]3(C)CC4)OC[C@H](O)[C@@H]2O)[C@H](O)[C@H](O)[C@H]1O[C@@H]1OC[C@@H](O)[C@H](O[C@H]2O[C@H](C)[C@@H](O)[C@H](O)[C@@H]2O)[C@H]1O (stereo not given in full) | 0%[20.6 µM] | -15%[12.6 µM] |
| CC(=O)O[C@H]1C(=O)[C@@]2(C)[C@H]([C@H](OC(=O)c3ccccc3)[C@]3(O)C[C@H](OC(=O)[C@H](O)[C@@H](NC(=O)c4ccccc4)c4ccccc4)C(C)=C1C3(C)C)[C@]1(OC(C)=O)CO[C@@H]1C[C@@H]2O | -2%[20.6 µM] | 4%[12.6 µM] |
| CN1CCc2cccc3c2[C@H]1Cc1ccc(O)c(O)c1-3 | ? | 22µM* |
| O=C1c2ccccc2S(=O)(=O)N1CCCCN1CCN(c2ncccn2)CC1 | 1%[53.3 µM] | 16%[57.5 µM] |
| CC(C)C(C#N)O[C@@H]1O[C@H](CO[C@@H]2O[C@@H](C)[C@H](O)[C@@H](O)[C@H]2O)[C@@H](O)[C@H](O)[C@H]1O (stereo not given in full) | 9%[53.3 µM] | 5%[29.8 µM] |
| CC(C)CC(=O)NCCn1cc(C(=O)O)c(=O)cc1C(O)c1ccccc1 (stereo not given) | -8%[53.3 µM] | -11%[29.8 µM] |
| C/C=C(\C)C(=O)O[C@H]1C[C@](C)(O)[C@H]2CC=C(C)[C@H]2[C@@H]2OC(=O)[C@H](C)[C@H]21 | -2%[53.3 µM] | ? |
| N#C/C(=C1/SC[C@@H](c2ccc(Cl)cc2Cl)S1)n1ccnc1 | -8%[53.3 µM] | 9%[57.5 µM] |
| Cc1ccc(-c2ncc(Cl)cc2-c2ccc(S(C)(=O)=O)cc2)cn1 | -2%[53.3 µM] | 14% |
| C=CC1(C)CC(OC(=O)C(=C)C(O)COC(C)=O)C(C(=C)C(=O)OC)C(O)C1C(=C)CO (stereo not given) | 7%[53.3 µM] | 7%[29.8 µM] |
| N#CCNC(=O)c1ccc(-c2ccnc(Nc3ccc(N4CCOCC4)cc3)n2)cc1 | 3% | ? |
| O=C(O)CP(=O)(O)O | -9%&-5%[53.3 µM] | -25%[57.5 µM] |
| NC(=O)C(=O)N/N=C/c1ccc([N+](=O)[O-])o1 | 1%[53.3 µM] | 29%[57.5 µM] |
| CC1C2=CC(=O)OC2(O)CC2C1C(O)CC1C(C)(CO)CCCC21C (stereo not given) | 5%[53.3 µM] | 8%[29.8 µM] |
| COc1ccc(-c2coc3cc(O)ccc3c2=O)cc1 | 2%[53.3 µM] | -29%[57.5 µM] |
| Nc1nc(O)c(C2=C3C(=Nc4ccccc43)C(=O)NCC2)[nH]1 | -1% | 24%[57.5 µM] |
| C[C@@H]1O[C@@H](O[C@H]2[C@H](OC(=O)[C@]34CCC(C)(C)C[C@H]3C3=CCC5[C@@]6(C)C[C@H](O)[C@H](O[C@@H]7O[C@H](CO)[C@@H](O)[C@H](O)[C@H]7O)[C@@](C)(CO)C6[C@H](O)C[C@@]5(C)[C@]3(C)C[C@H]4O)OC[C@H](O)[C@@H]2O)[C@H](O)[C@H](O)[C@H]1O[C@@H]1OC[C@@H](O)[C@H](O[C@H]2OC[C@](O)(CO)[C@H]2O)[C@H]1O (stereo not given in full) | -4%[13.5 µM] | 25%[6.45 µM] |
| O=C(O)[C@H](Cc1c[nH]c2ccccc12)N1C(=O)c2ccccc2C1=O | 0% | ? |
| CC(C)OC(=O)[C@H](C)N[P@](=O)(OC[C@H]1O[C@@H](n2ccc(=O)[nH]c2=O)[C@](C)(F)[C@H]1O)Oc1ccccc1 | 2%[53.3 µM] | 16%[57.5 µM] |
| CC#C[C@@H](CC(=O)O)c1ccc(OCc2ccc(CN3CCC4(C=Cc5ccccc54)CC3)s2)cc1 | -10% | -2%[57.5 µM] |
| O=c1[nH]c(=O)c2ccccc2o1 | 0%[53.3 µM] | 17%[57.5 µM] |
| CCCCC1=NC2(CCCC2)C(=O)N1Cc1ccc(-c2ccccc2-c2nn[nH]n2)cc1 | 4% | 5% |
| CC(C)C[C@@H](N)C(=O)O | 7% | 20% |
| CCOC(=O)C1=C(C)NC2=C(C(=O)CC(C)(C)C2)C1c1ccc(-c2ccccc2)cc1 (stereo not given) | -9% | ? |

Reprinted from the part before: four compounds, followed by the next part.
| Molecule | FH mod | NTMT1 inh |
| --- | --- | --- |
| O=c1[nH]c(=O)c2ccccc2o1 | 0%[53.3 µM] | 17%[57.5 µM] |
| CCCCC1=NC2(CCCC2)C(=O)N1Cc1ccc(-c2ccccc2-c2nn[nH]n2)cc1 | 4% | 5% |
| CC(C)C[C@@H](N)C(=O)O | 7% | 20% |
| CCOC(=O)C1=C(C)NC2=C(C(=O)CC(C)(C)C2)C1c1ccc(-c2ccccc2)cc1 (stereo not given) | -9% | ? |
| CCNC(=O)c1cc2c(-c3cc(OCCN4CCCC4)c(Cl)cc3Cl)nc(N)nc2s1 | 5%[53.3 µM] | -26%&-4%[57.5 µM] |
| COc1ccccc1N1CCN(CCCCNC(=O)c2ccc(-c3cscn3)cc2)CC1 | 9% | 0%[57.5 µM] |
| CCN1CCN(C(=O)N[C@@H](C(=O)N[C@@H]2C(=O)N3[C@@H]2SC(C)(C)[C@H]3C(=O)O)c2ccccc2)C(=O)C1=O | 0%[53.3 µM] | -3%[57.5 µM] |
| Cc1c(F)cc(C(=O)NC2CC2)cc1-c1c(F)cn2c(C(C)(C)C)nnc2c1F | 2% | 6%[57.5 µM] |
| CCOc1nc2cccc(C(=O)OCc3oc(=O)oc3C)c2n1Cc1ccc(-c2ccccc2-c2noc(O)n2)cc1 | -5% | 3%[57.5 µM] |
| C[C@@H]1[C@H]2[C@H](O[C@@H]3O[C@H](CO)[C@@H](O)[C@H](O)[C@H]3O)OC=C(C(=O)O)[C@H]2C[C@@H]1OC(=O)/C=C/c1ccc(O)cc1 | -6%[53.3 µM] | 2%[29.8 µM] |
| CCCCC(C)(C)[C@H](O)C=C[C@H]1[C@H](O)CC(=O)[C@H]1CC=CCCCC(=O)O | -10%[53.3 µM] | 50µM* |
| C[C@@H]1O[C@@H](O[C@@H]2\C=C/C=C\C=C/C=C\C[C@H](C)OC(=O)/C=C\[C@H]3O[C@@H]3C[C@H](O)C[C@]3(O)C[C@@H](O)[C@@H](C(=O)O)[C@H](C2)O3)[C@H](O)[C@H](N)[C@@H]1O | 2%[53.3 µM] | -23%[29.8 µM] |
| C/C=C/C=C/c1cc2c(C=O)c(O)c(CC=C(C)C)cc2o1 | -18% | 4%[57.5 µM] |
| CC(C)(C)NC(=O)Nc1cccc(Nc2ncc(F)c(NC(C)(C)CO)n2)c1 | 1% | 1%&28%[57.5 µM] |
| C=C1CC[C@@]2(OC1)O[C@H]1CC3[C@@H]4CC=C5C[C@@H](O)C[C@@H](O[C@@H]6OC[C@H](O)[C@H](O)[C@H]6O[C@@H]6O[C@@H](C)[C@H](O)[C@@H](O)[C@H]6O)[C@]5(C)C4CC[C@]3(C)[C@H]1[C@@H]2C (stereo not given in full) | 5%[20.6 µM] | 13%[12.6 µM] |
| C#Cc1cccc(Nc2ncnc3cc4c(cc23)OCCOCCOCCO4)c1 | -4% | ? |
| CC(=O)OCC(=O)[C@@]1(O)[C@H](OC(C)=O)C[C@H]2[C@@H]3CCC4=CC(=O)C=C[C@]4(C)[C@@]3(F)[C@@H](O)C[C@@]21C | -5%[53.3 µM] | 12%[57.5 µM] |
| CCCOC(c1cc2nccc(C(=O)O)c2[nH]1)c1ccccc1Cl (stereo not given) | -2% | 18%[57.5 µM] |
| C[N+](C)(C)CCOC(=O)CCC(=O)OCC[N+](C)(C)C | -23%&-3%[53.3 µM] | 11%[57.5 µM] |
| C=C1C[C@]23C[C@H]1CC[C@H]2[C@@]12C=C[C@H](O)[C@@](C)(C(=O)O1)[C@H]2[C@@H]3C(=O)O | -4%[53.3 µM] | -1%[29.8 µM] |
| COc1cc(C2Oc3c(OC)cc(CCCO)cc3C2CO)ccc1O (stereo not given) | -2%[53.3 µM] | 1%[29.8 µM] |
| C=CC[C@]12C[C@@H](OC)C(=O)C(OC)=C1O[C@@H](c1cc(OC)c3c(c1)OCO3)[C@@H]2C | 1%[53.3 µM] | -3%[29.8 µM] |
| O=C1NC(=Nc2ccccc2F)S/C1=C\c1ccc(C(=O)O)cc1 | ? | -19%[57.5 µM] |
| CC(C)(C)OC(=O)N[C@H]1CCCCCC=C[C@@H]2C[C@@]2(C(=O)NS(=O)(=O)C2CC2)NC(=O)[C@@H]2C[C@@H](OC(=O)N3Cc4cccc(F)c4C3)CN2C1=O | 6%[53.3 µM] | -19%[57.5 µM] |
| COC(=O)C1C(c2ccc(O)cc2)C(C(=O)OC)C1c1ccc(O)cc1 (stereo not given) | 0%[53.3 µM] | -3%[29.8 µM] |
| COc1ccc(C(=O)O[C@H]2C=COC=C3C=C4C(=O)N(C)C(=S)C(=O)N4[C@@H]32)cc1Oc1cc(C=O)ccc1O | 2%[53.3 µM] | -7%[29.8 µM] |
| C=C1CC[C@@H]2C(C)(C)CCC[C@@]2(C)[C@@H]1CC/C(=C/C(=O)OC)COC(C)=O | 0%[53.3 µM] | 9%[29.8 µM] |
| NC(N)=NS(=O)(=O)c1ccc(N)cc1 | -2%[53.3 µM] | 18%[57.5 µM] |
| CC(C)c1ccc2c(c1)CCC1[C@](C)(C(=O)O)CCC[C@]21C (stereo not given in full) | 8% | -14%[57.5 µM] |

Next section:
Each structure is followed by: FH mod, NTMT1 inh
- COc1cccc(NCCC2(c3ccccc3)CC(C)(C)OC(C)(C)C2)c1
    -25%, -24%[57.5 µM]
- O=c1sn(-c2cccc3ccccc23)c(=O)n1Cc1ccccc1
    5%, 13µM*
- CC1OC(OC2C(O)C(C(=O)O)OC(OC3CCC4(C)C(CCC5(C)C4C=CC4=C6CC(C)(C)CC(O)C6(C)CCC45C)C3(C)C)C2OC2OCC(O)C(O)C2O)C(O)C(O)C1O (stereo not given)
    0%[20.6 µM], -19%[12.6 µM]
- C=CC1(C)C=C2CC[C@H]3[C@@](C)(C(=O)O)CCC[C@]3(C)C2CC1 (stereo not given in full)
    -2%[53.3 µM], -16%[29.8 µM]
- CC(C)=CCc1ccc(Oc2c(O)cc(C)cc2CO)c(C(=O)O)c1O
    -1%[53.3 µM], 12%[29.8 µM]
- CCOC(=O)N1CCN(C(=O)Cn2sc3nc(C)cc(C)c3c2=O)CC1
    4%, 3.2µM*
- O=C1NC(=O)/C(=C\c2ccc(-c3ccc(F)cc3O)o2)S1
    ?, 28µM*
- CC(=O)OC[C@]12[C@H](OC(C)=O)[C@H](OC(=O)c3ccccc3)[C@@H]3[C@@H](OC(C)=O)[C@]1(OC3(C)C)[C@H](C)C[C@H](OC(C)=O)[C@@H]2OC(=O)c1ccccc1
    -9%[20.6 µM], 18%[12.6 µM]
- Cc1ccccc1C(C(=O)NC1CCCCC1)N(C(=O)Cn1cnc2ccccc21)c1cccc(F)c1 (stereo not given)
    -12%, -4%[57.5 µM]
- C=C[C@H]1C(O[C@@H]2O[C@H](CO)[C@@H](O)[C@H](O)[C@H]2O)OC=C2C(=O)N3CCc4c([nH]c5ccccc45)[C@H]3C[C@H]21 (stereo not given in full)
    3%[53.3 µM], 3%[29.8 µM]
- NC(=O)Nc1cc(-c2cccc(F)c2)sc1C(=O)N[C@H]1CCCNC1
    -1%, ?
- CCOC(=O)C(=O)CCCCCCl
    -8%[53.3 µM], 24%[57.5 µM]
- COc1ccc(/C=C/C(=O)c2ccc(OC)cc2OC)cc1
    -11%[53.3 µM], 3%[57.5 µM]
- Nc1ncnc2c1c(-c1cccc(OCc3ccccc3)c1)cn2C1CC(CN2CCCC2)C1 (stereo not given)
    -3%, 13µM*
- CC1=C(C(=O)O)N2C(=O)[C@@H](NC(=O)[C@H](N)C3=CCC=CC3)[C@H]2SC1
    9%&4%[53.3 µM], ?
- COc1ccc2cccc(CCNC(C)=O)c2c1
    6%[53.3 µM], 8%
- CCC(=O)N[C@H]1CC[C@H](C(=O)N(C)c2ccc(-c3nc4ccccc4o3)cc2)C1
    4%[53.3 µM], ?
- CC1(C)CC[C@]2(C(=O)O[C@@H]3O[C@H](CO)[C@@H](O)[C@H](O)[C@H]3O)CC[C@]3(C)C(=CCC4[C@@]5(C)C[C@H](O)[C@H](O[C@@H]6O[C@H](C(=O)O)[C@@H](O)[C@H](O)[C@H]6O)[C@@](C)(CO)C5CC[C@]43C)C2C1 (stereo not given in full)
    1%[13.5 µM], -8%[6.45 µM]
- O=C(O)C(O)Cc1ccc(O)c(O)c1 (stereo not given)
    -12%[53.3 µM], 89µM*!
- O=C(O)c1ccccn1
    16%[53.3 µM], 8%[57.5 µM]

Complete entries from above. Screens in order: FH mod, NTMT1 inh
`O=C(O)C(O)Cc1ccc(O)c(O)c1` (stereo not given) in the list: -12%[53.3 µM], 89µM*!
`O=C1NC(=O)/C(=C\c2ccc(-c3ccc(F)cc3O)o2)S1` in the list: ?, 28µM*
